ABHD5-PLIN5 inh: blocks binding of human ABHD5 to perilipin-5; Q00G26+Q8WTS1; Split G. princeps luciferase complementation, luminescence, 4 h; inhibition, % at 4 µM; 360,000 tested, 0.78% active;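 active = inhibition above the mean inhibition across every tested compound plus 3 SD, cut at about 22% in these data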;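 note: 0% = DMSO only wells and the 100% control is not disclosed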
MC4R antag cAMP: antagonists of human melanocortin 4 receptor (MC4R); MC4R-expressing cells, MTII-stimulated cAMP, LANCE TR-FRET; P32245; 360,000 tested, 0.48% active; inhibition, % at 6.5 µM; AID 540295;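 active = inhibition above its plate's cutoff, the mean of tested wells on that plate plus 3 SD, cut at about 29% in these data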;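 note: 0% = Melanotan II alone and 100% = Melanotan II plus saturating MCL0020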
Target sequence (P32245 whole entry, looked up): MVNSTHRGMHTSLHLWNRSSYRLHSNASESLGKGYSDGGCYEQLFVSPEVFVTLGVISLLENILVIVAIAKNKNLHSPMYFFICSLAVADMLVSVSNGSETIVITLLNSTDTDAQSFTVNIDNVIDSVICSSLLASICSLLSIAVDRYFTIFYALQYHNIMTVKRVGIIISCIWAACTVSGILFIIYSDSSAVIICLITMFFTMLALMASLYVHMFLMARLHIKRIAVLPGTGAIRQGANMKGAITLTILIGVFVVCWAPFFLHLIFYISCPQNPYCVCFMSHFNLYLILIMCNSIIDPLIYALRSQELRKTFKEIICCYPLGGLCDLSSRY
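material = U2OS cells stably expressing human melanocortin 4 receptor (MC4R) | also added = Melanotan II challenge | dosing = single nominal compound dose of 6.5 µM | detection = TR-FRET with Eu-cAMP and labeled anti-cAMP, 671 nm | replication = singlicate | timing = compound 30 min, challenge 1 h, detection 1 h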
COUP-TFII inh: blocks human COUP-TFII nuclear receptor | inhibition, % at 8.6 µM | HEK293T NGFI-A luciferase reporter, luminescence | 370,000 tested, 0.7% active | AID 686940 | P24468;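 active = inhibition above a per-plate cutoff, mean inhibition of test wells between control levels plus 3 SD, cut at about 38% in these data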;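 note: cells cotransfected with COUP-TFII expression vector driving the NGFI-A reporter; 0% = median of COUP-TF2 test wells and 100% = reporter-only cells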
Target sequence (P24468 whole entry, looked up): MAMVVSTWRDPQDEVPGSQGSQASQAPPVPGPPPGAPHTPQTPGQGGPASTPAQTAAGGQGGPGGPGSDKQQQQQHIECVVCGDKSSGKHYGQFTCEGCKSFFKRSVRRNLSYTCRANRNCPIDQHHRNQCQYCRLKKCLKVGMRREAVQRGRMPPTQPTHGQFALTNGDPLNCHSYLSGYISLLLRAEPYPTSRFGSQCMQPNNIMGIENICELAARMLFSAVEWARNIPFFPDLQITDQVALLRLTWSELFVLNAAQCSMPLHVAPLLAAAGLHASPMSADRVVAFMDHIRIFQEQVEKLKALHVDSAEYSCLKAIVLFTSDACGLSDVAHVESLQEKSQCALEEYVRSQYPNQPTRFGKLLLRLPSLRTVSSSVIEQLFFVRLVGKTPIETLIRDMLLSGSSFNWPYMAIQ
EBV LMP1 NFkB: reduces LMP1-driven NF-kappaB luciferase signal | AID 504558 | LMP1-induced NF-kappaB luciferase reporter cells, luminescence | inhibition, % at 12.5 µM | 350,000 tested, 0.69% active; in the data active = inhibition above about 41%;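 note: 0% = neutral control wells and 100% = reference inhibitor control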
SRC3 inh: inhibitors of human steroid receptor coactivator 3 (SRC3); Q9Y6Q9; HEK293 GAL4-SRC3 luciferase reporter, luminescence; inhibition, % at 3.6 µM; 360,000 tested, 0.17% active; AID 588352;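 active = inhibition above a per-campaign cutoff, the mean of all compounds plus 3 SD, cut at about 60% in these data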;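 note: 0% = DMSO-treated cells and 100% = gossypol-treated cells at 36 µM; higher means less SRC3-driven luciferase light from the GAL4 reporter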
MC4R ag barr: agonists of human melanocortin 4 receptor (MC4R) beta-arrestin | U2OS MC4R beta-arrestin complementation, luminescence; percent of melanotan II response, DMSO zero | 360,000 tested, 0.98% active | activation, % at 8.9 µM | AID 540308;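 active = activation above a per-plate cutoff, the mean activation of sample wells on that plate plus 3 SD, cut at about 8% in these data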
TLR9-MyD88 inh: inhibitors of human TLR9-MyD88 binding; Q9NR96+Q99836; CHO BLA complementation TLR9-MyD88, CCF4 FRET ratio; inhibition, % at 4.98 µM; 340,000 tested, 0.21% active;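 active = inhibition above the mean over all tested compounds plus 3 SD, cut at about 21% in these data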;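 note: 0% = DMSO only wells and 100% = clavulanate BLA inhibitor control wells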
SRC2 inh: inhibits human steroid receptor coactivator 2. AID 651957. HEK293 GAL4-SRC2 luciferase reporter, luminescence. inhibition, % at 9 µM. 370,000 tested, 0.17% active;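 active = inhibition above the mean inhibition of all tested compounds plus 3 SD, set per campaign, cut at about 52% in these data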;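 note: 0% = DMSO treated cells and 100% = cells given Gossypol at 36 µM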
NOD2 RIPK2 PPI: NOD2-RIPK2 protein interaction inhibition; CHO BLA complementation NOD2-RIPK2, CCF4 ratio; 360,000 tested, 0.38% active; inhibition, % at 4.98 µM; O43353; AID 624267; in the data active = inhibition above about 21%;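 note: 0% = vehicle only and 100% = reference blocker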
SRC1 inh: inhibitors of human steroid receptor coactivator 1 (SRC1) | Q15788 | HEK293 GAL4-SRC1 luciferase reporter, luminescence | inhibition, % at 3.6 µM | 360,000 tested, 0.12% active;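 active = inhibition above the campaign mean plus 3 SD, with each screening campaign given its own cutoff, cut at about 60% in these data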;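 note: 0% = DMSO treated cells and 100% = gossypol at 36 µM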
NR5A2 inv ag: inverse agonists of human LRH-1 (NR5A2); O00482; 360,000 tested, 0.13% active; AID 602396; inhibition, % at 3.6 µM; HEK293T StAR-luciferase reporter, LRH-1 transfected, 24 h;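 active = inhibition above the mean inhibition of all tested compounds plus 3 SD, cut at about 73% in these data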;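 note: 0% = DMSO wells and 100% = reporter-only cells lacking LRH-1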
An asterisk follows results filed as active; x = not tested or not shown.

Sample of the layout, 2 compounds:
item | COUP-TFII inh | ABHD5-PLIN5 inh | SRC2 inh | structure | TLR9-MyD88 inh | NOD2 RIPK2 PPI | EBV LMP1 NFkB | SRC1 inh | NR5A2 inv ag | MC4R antag cAMP | MC4R ag barr | SRC3 inh
1 | -3 | -1 | 7 | NCC(c1ccccc1Cl)c1c[nH]c2ccccc12 (configuration not stated) | -3 | -2 | -5 | -6 | 7 | 2 | -0.6 | -7
2 | 17 | -4 | -7 | COc1ccc2c(c1)[C@H]1[C@H](CO2)[C@H](c2ccccc2)[C@]2(C)C(=O)N(CC3CCCO3)CC(=O)N12 (some centres not stated) | -1 | 2 | -5 | 0 | 3 | 12 | 0.8 | -3

The listing (from the top)
item | COUP-TFII inh | ABHD5-PLIN5 inh | SRC2 inh | structure | TLR9-MyD88 inh | NOD2 RIPK2 PPI | EBV LMP1 NFkB | SRC1 inh | NR5A2 inv ag | MC4R antag cAMP | MC4R ag barr | SRC3 inh
1 | -3 | -1 | 7 | NCC(c1ccccc1Cl)c1c[nH]c2ccccc12 (configuration not stated) | -3 | -2 | -5 | -6 | 7 | 2 | -0.6 | -7
2 | 17 | -4 | -7 | COc1ccc2c(c1)[C@H]1[C@H](CO2)[C@H](c2ccccc2)[C@]2(C)C(=O)N(CC3CCCO3)CC(=O)N12 (some centres not stated) | -1 | 2 | -5 | 0 | 3 | 12 | 0.8 | -3
3 | 0 | 1 | -1 | CCN(CC)c1c([N+](=O)[O-])c(=O)n(CC)c2ccccc12 | x | -18 | x | 7 | 4 | -7 | 0.3 | 7
4 | -3 | -5 | 5 | O=C(Nc1ccc(NS(=O)(=O)c2ccc([N+](=O)[O-])cc2)cc1)c1ccco1 | -14 | -3 | 6 | -13 | -13 | -4 | -3.8 | 15
5 | -96 | 1 | -34 | CCN1CCN(C(=O)CSc2cc(=O)n(CC)c3ccccc23)CC1 | -3 | -1 | -26 | -20 | -6 | 4 | -2.3 | 7
6 | 7 | -3 | -60 | Cc1cccc(OC(C)C(=O)Nc2nccs2)c1 (configuration not stated) | 9 | -6 | -1 | -11 | -4 | 7 | -3.2 | 5
7 | 10 | -3 | -40 | Cc1ccc(C(=O)NCC(=O)OCC(=O)Nc2cc(C)c(C)cc2[N+](=O)[O-])cc1 | 3 | -6 | -16 | -3 | 14 | 8 | -0.7 | 8
8 | 8 | 7 | 16 | CC(=O)NC12CC3CC(C1)CC(C(=O)N1CCN(S(=O)(=O)c4ccccc4[N+](=O)[O-])CC1)(C3)C2 | -7 | 4 | -7 | 2 | -1 | 9 | -1.3 | 11
9 | 9 | 4 | -1 | C[C@H]1CN([C@@H](C)CO)S(=O)(=O)c2ccc(C#CC3(O)CCCC3)cc2O[C@@H]1CN(C)C(=O)Cc1cccnc1 | -9 | -3 | 1 | -3 | -15 | -5 | -0.3 | 0
10 | -19 | 11 | -8 | CC(=O)c1cccc(-c2ccnc3c2CC(C(=O)NCCC(F)(F)F)O3)c1 (configuration not stated) | x | 2 | x | -2 | 24 | -5 | 1.6 | 5
11 | -9 | 3 | -32 | COc1ccc2oc(C(=O)OCC(=O)N3CCCC3=O)c(C)c2c1 | 3 | 3 | -6 | -25 | 9 | -5 | -2.0 | 0
12 | 5 | 7 | -33 | COc1ccc(/C=N/NC2=NCCCCC2)cc1 | -3 | -3 | 0 | -2 | -3 | 17 | 2.0 | 2
13 | 1 | 5 | -13 | Cc1ccccc1Cn1nc(C)c(NC(=O)c2noc3c2CCCC3)c1C | -6 | -1 | -1 | 18 | 7 | 1 | -0.8 | -14
14 | 1 | -1 | -6 | CCOC(=O)C(=NC(C)(C)C)NNc1cc(Cl)ccc1Cl | 3 | 3 | -2 | -12 | 8 | 6 | -1.6 | 8
15 | -4 | -3 | 1 | O=C(Nc1cn(-c2ccccc2)nc1-c1ccc(F)cc1)c1ccccc1 | -10 | -3 | 1 | -9 | -2 | 4 | 3.4 | 0
16 | 4 | -2 | -7 | CC(C)(C)c1ccc(C(O)c2ncc(-c3ccccc3)[nH]2)cc1 (configuration not stated) | x | 11 | x | -26 | 1 | 6 | -0.7 | -5
17 | -2 | 1 | 14 | Nc1nc(SCC(=O)NNc2c(Cl)cc(Cl)cc2Cl)n[nH]1 | 3 | 7 | 2 | -8 | 14 | 4 | -1.6 | 18
18 | 5 | -4 | 8 | CCCCN1C(=O)c2ccc(C(=O)Nc3cccc(C)c3C)cc2C1=O | 4 | -1 | -1 | 3 | -14 | 9 | 1.5 | 20
19 | 9 | -8 | 5 | Cc1ccc(C)c(S(=O)(=O)NC(C)CCc2ccccc2)c1 (configuration not stated) | -7 | -3 | 0 | -19 | -16 | 3 | 3.7 | -10
20 | 15 | -2 | 30 | COc1ccc2cc(CO)c3cc(OC)c(OC)cc3c2c1 | -11 | -6 | 8 | 29 | 25 | 13 | -0.3 | 22

Part of the list above in order of molar mass, low to high.
item | COUP-TFII inh | ABHD5-PLIN5 inh | SRC2 inh | structure | TLR9-MyD88 inh | NOD2 RIPK2 PPI | EBV LMP1 NFkB | SRC1 inh | NR5A2 inv ag | MC4R antag cAMP | MC4R ag barr | SRC3 inh
19 | 9 | -8 | 5 | Cc1ccc(C)c(S(=O)(=O)NC(C)CCc2ccccc2)c1 (configuration not stated) | -7 | -3 | 0 | -19 | -16 | 3 | 3.7 | -10
14 | 1 | -1 | -6 | CCOC(=O)C(=NC(C)(C)C)NNc1cc(Cl)ccc1Cl | 3 | 3 | -2 | -12 | 8 | 6 | -1.6 | 8
7 | 10 | -3 | -40 | Cc1ccc(C(=O)NCC(=O)OCC(=O)Nc2cc(C)c(C)cc2[N+](=O)[O-])cc1 | 3 | -6 | -16 | -3 | 14 | 8 | -0.7 | 8
8 | 8 | 7 | 16 | CC(=O)NC12CC3CC(C1)CC(C(=O)N1CCN(S(=O)(=O)c4ccccc4[N+](=O)[O-])CC1)(C3)C2 | -7 | 4 | -7 | 2 | -1 | 9 | -1.3 | 11
9 | 9 | 4 | -1 | C[C@H]1CN([C@@H](C)CO)S(=O)(=O)c2ccc(C#CC3(O)CCCC3)cc2O[C@@H]1CN(C)C(=O)Cc1cccnc1 | -9 | -3 | 1 | -3 | -15 | -5 | -0.3 | 0

Part of the list above, in markdown:
| no. | molecule | COUP-TFII inh | ABHD5-PLIN5 inh | SRC2 inh | TLR9-MyD88 inh | NOD2 RIPK2 PPI | EBV LMP1 NFkB | SRC1 inh | NR5A2 inv ag | MC4R antag cAMP | MC4R ag barr | SRC3 inh |
| --- | --- | --- | --- | --- | --- | --- | --- | --- | --- | --- | --- | --- |
| 8 | CC(=O)NC12CC3CC(C1)CC(C(=O)N1CCN(S(=O)(=O)c4ccccc4[N+](=O)[O-])CC1)(C3)C2 | 8 | 7 | 16 | -7 | 4 | -7 | 2 | -1 | 9 | -1.3 | 11 |
| 9 | C[C@H]1CN([C@@H](C)CO)S(=O)(=O)c2ccc(C#CC3(O)CCCC3)cc2O[C@@H]1CN(C)C(=O)Cc1cccnc1 | 9 | 4 | -1 | -9 | -3 | 1 | -3 | -15 | -5 | -0.3 | 0 |

Next part.
item | COUP-TFII inh | ABHD5-PLIN5 inh | SRC2 inh | structure | TLR9-MyD88 inh | NOD2 RIPK2 PPI | EBV LMP1 NFkB | SRC1 inh | NR5A2 inv ag | MC4R antag cAMP | MC4R ag barr | SRC3 inh
21 | 1 | 12 | 6 | CCCCCCCCSc1n[nH]c(N)n1 | -2 | -14 | -11 | -10 | 2 | -4 | 1.4 | 10
22 | x | -5 | x | C[C@@]12C(=O)Nc3ccc(F)cc3C(=O)N1[C@H]1c3ccccc3OC[C@@H]1[C@@H]2c1ccccc1 | -9 | -11 | 2 | 9 | 8 | 3 | -2.5 | 7
23 | 0 | 2 | -27 | c1ccc(C(c2nnnn2C2CCCC2)N2CCN(c3ccccc3)CC2)cc1 (configuration not stated) | -17 | -3 | 2 | -8 | 2 | 22 | 4.4 | -3
24 | -4 | 8 | 15 | O=c1[nH]c(=O)n(CCCc2ccccc2)cc1-c1ccccc1 | -6 | 11 | 3 | -17 | 8 | 3 | 0.3 | 0
25 | 17 | -13 | -13 | CC(NC(=O)COC(=O)c1cccnc1Cl)C12CC3CC(CC(C3)C1)C2 (configuration not stated) | -2 | 0 | 4 | 8 | 13 | 9 | 0.6 | -13
26 | -16 | 3 | 24 | O=C(c1cccc(C(F)(F)F)c1)N1CCCC1 | -3 | 2 | 5 | -1 | 17 | 3 | -0.7 | 20
27 | -25 | -1 | 8 | CNNC(=S)NCCC1=CCCCC1 | 5 | 1 | -5 | 4 | 2 | 17 | -0.6 | -11
28 | 8 | 15 | -2 | O=C(COc1ccccc1)OCC(=O)c1c[nH]c2ccccc12 | 11 | 4 | 2 | 11 | 15 | 3 | 4.2 | 4
29 | -9 | 2 | -4 | COc1ccc(CNC(=O)CNC(=O)c2ccc(Br)o2)cc1OC | -1 | -1 | -8 | -9 | -2 | 1 | -3.1 | -5
30 | -2 | -5 | 2 | CCC(C(=O)OCC(=O)NC1CCS(=O)(=O)C1)c1ccccc1 (configuration not stated) | 1 | 2 | 0 | -6 | 8 | -1 | -0.4 | 9
31 | -6 | 3 | -11 | CC(=O)C1=C(O)C(=O)N(CCNCCO)C1c1ccccc1 (configuration not stated) | -3 | -2 | 4 | -10 | -6 | 6 | -0.7 | 0
32 | 0 | 10 | 2 | O=C(COc1cccc(C(F)(F)F)c1)Nc1ccccc1N1CCCCC1 | -13 | 3 | -4 | -22 | 0 | 2 | -3.0 | -2
33 | 3 | -4 | 9 | CCc1c(C)nc(SCC(=O)N2CCCCC2C)[nH]c1=O (configuration not stated) | 3 | 11 | 3 | 3 | 6 | 2 | -3.4 | 2
34 | -56 | -4 | -77 | N/C(=N\OC(=O)c1ccccc1Cl)c1ccncc1 | -4 | 2 | -20 | -68 | -71 | 9 | 0.3 | -124
35 | -1 | -8 | -21 | COc1ccc(S(=O)(=O)N(C)CC(=O)N2CCCCCC2)cc1OC | 1 | -3 | -12 | -3 | 0 | -2 | -0.6 | -28
36 | 4 | 5 | 9 | Cc1ccc(C(C)C)c(OCCN2C(=O)NC(C)(C)C2=O)c1 | 3 | 7 | 1 | 9 | 13 | 1 | 0.9 | 0
37 | -3 | -2 | 6 | CNc1ncnc2c1ncn2[C@H]1CN(Cc2ccc3c(c2)OCO3)C[C@@H](CO)O1 | x | 6 | x | 4 | 0 | 12 | 1.0 | -8
38 | 24 | 4 | -38 | CCOC(=O)c1cnc2ccc(C)cc2c1NCCN1CCOCC1 | -9 | -15 | -5 | 18 | 18 | 12 | -0.9 | 12
39 | -36 | -6 | -46 | COc1ccc(NC(=O)c2ccccc2O)c(OC)c1 | -5 | -2 | -25 | -110 | -125 | -4 | -1.2 | -82
40 | -16 | -4 | -22 | CC(=O)c1cccc(N(CC(=O)Nc2ccc(F)cc2F)S(C)(=O)=O)c1 | -10 | -2 | -7 | -5 | -31 | 9 | 2.9 | -27

A portion of the library. The share of hits here may be higher or lower than overall.
